# CHX counter: counter-screen for Shiga toxin inhibitors: cycloheximide protein synthesis inhibition; cell reporter, cycloheximide protein synthesis inhibition counterscreen; max response, %; 300,000 compounds, 12% hits; in the data active = max response mostly above about 13%, no sharp cut-off; inactive = mostly below about 14%; also: read at 38.3 µM for the half of the compounds with a filed dose; 0% is about no effect
# Shiga toxin inh: blocks Shiga toxin action in Vero cells; 290,000 compounds, 9.2% hits; inhibition, % at 38.7 µM; Vero cells, Shiga toxin protein synthesis inhibition reporter; in the data active = inhibition mostly above about 28%, no sharp cut-off; inactive = mostly below about 43%; also: 0% is about no effect
# TbPYK inhibitor: inhibitors of Trypanosoma brucei pyruvate kinase | Q57TT1 | TbPYK enzyme, Kinase-Glo Plus ATP luminescence, 45 min | Potency, µM (highest dose often 76.8 µM), inactives show top-dose activity, negative = inhibition, hits mostly inhibitors | 410,000 compounds, 0.12% hits; also: potency is read from the fitted curve at half-maximal effect; % is scaled to controls: 0 for no effect and ±100 for the full control effect; nearly all actives have a fitted effect of over 50% in size
#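 Luminescence from Kinase-Glo Plus, added after a 45-minute room-temperature reaction, served as the end-point read-out. The enzyme and substrate were preincubated with compound before ADP (130 uM final) initiated turnover. Concentration-effect curves came from normalized qHTS data.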
# Pf growth 96h: P. falciparum growth inhibition at 96 hour, primary screen for plastid delayed-death inhibitors | P. falciparum luciferase reporter growth, 96 h | Potency, µM (top dose mostly 28.7 µM), for inactives: at the top dose activity change, negative = inhibition, usual class: inhibitors | 320,000 compounds, 6.9% hits; also: potency is read from the fitted curve at half-maximal effect; % is scaled to controls: 0 for no effect and ±100 for the full control effect
#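 Luminescence readout: decreased luciferase signal marks inhibited growth of reporter-expressing P. falciparum in infected red cells (2% hematocrit, 0.05% parasitemia final), exposed to compound two generations (96 h, 37 C, 5% CO2).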
# Pf growth 48h: P. falciparum growth inhibition at 48 hours (one generation); P. falciparum luciferase growth in erythrocytes, 48 h; Potency, µM (top dose mostly 28.7 µM), for the others: top-dose activity change, negative = inhibition, hits mostly inhibitors; 310,000 compounds, 5.9% hits; AID 504832; also: potency is read from the fitted curve at half-maximal effect; % is scaled to controls: 0 for no effect and ±100 for the full control effect
#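 Compounds are pin-transferred into medium, infected erythrocytes (2% hematocrit, 0.1% parasitemia final) are added, and plates sit one parasite generation at 37 C in 5% CO2. Detection reagent is then added and luminescence measured.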
# AmpC inh no detg: blocks E. coli AmpC beta-lactamase in detergent-free assay; AmpC nitrocefin hydrolysis, absorbance 480 nm, 0.0001% Triton; Potency, µM (titrated, usually from 57.1 µM), inactives show top-dose activity change, negative = inhibition, actives largely listed as inhibitors; 330,000 compounds, 0.52% hits; AID 485341;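 also: potency is read from the fitted curve at half-maximal effect; plate controls were no compound for no effect and no enzyme for full effect; nearly all actives have a fitted effect of over 20% in size; some results filed as inactive show a strong effect at the top dose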
# Target sequence (P00811 whole entry, looked up): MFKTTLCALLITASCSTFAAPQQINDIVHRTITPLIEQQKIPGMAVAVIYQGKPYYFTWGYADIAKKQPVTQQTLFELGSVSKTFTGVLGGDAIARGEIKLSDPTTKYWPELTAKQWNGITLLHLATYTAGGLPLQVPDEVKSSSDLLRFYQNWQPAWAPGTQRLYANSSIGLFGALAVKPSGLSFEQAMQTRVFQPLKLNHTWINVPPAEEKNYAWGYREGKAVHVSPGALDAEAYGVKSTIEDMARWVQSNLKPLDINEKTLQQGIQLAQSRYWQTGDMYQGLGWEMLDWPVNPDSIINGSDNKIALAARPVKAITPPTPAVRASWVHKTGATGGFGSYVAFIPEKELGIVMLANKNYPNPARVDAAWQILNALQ
#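 AmpC (5.3 nM in the dispensed reagent) in 20 mM phosphate pH 7.0 with 0.01% (detergent screen) or 0.0001% Triton X-100 was preincubated with compounds for 15 min at room temperature. Nitrocefin was then added from an 800 uM solution, and hydrolysis was followed at 480 nm.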
# LmPK inhibitor: LmPK (Leishmania mexicana) enzyme inhibition | purified LmPK, Kinase-Glo ATP luminescence, 1 h | 290,000 compounds, 0.37% hits | AID 1721 | Q27686 | Potency, µM (top dose mostly 57.5 µM), inactives show at the highest dose activity change, negative = inhibition, hits mostly inhibitors; also: potency is read from the fitted curve at half-maximal effect; % is scaled to controls: 0 for no effect and ±100 for the full control effect
# Target sequence (Q27686 whole entry, looked up): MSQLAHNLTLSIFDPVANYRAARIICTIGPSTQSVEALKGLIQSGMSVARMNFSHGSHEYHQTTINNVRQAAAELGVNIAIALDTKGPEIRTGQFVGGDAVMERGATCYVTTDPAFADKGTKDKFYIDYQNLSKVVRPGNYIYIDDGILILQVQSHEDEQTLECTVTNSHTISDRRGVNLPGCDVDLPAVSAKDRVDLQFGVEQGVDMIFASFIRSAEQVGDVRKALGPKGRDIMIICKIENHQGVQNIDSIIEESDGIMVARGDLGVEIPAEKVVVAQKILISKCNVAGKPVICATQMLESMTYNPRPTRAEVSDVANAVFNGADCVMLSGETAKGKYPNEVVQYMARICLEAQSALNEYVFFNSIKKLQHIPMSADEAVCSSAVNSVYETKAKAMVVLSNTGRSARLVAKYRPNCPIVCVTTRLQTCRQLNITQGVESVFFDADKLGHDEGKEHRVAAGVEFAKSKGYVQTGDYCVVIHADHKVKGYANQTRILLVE
#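 Screened at intermediate enzyme activity to detect both inhibitors and activators: LmPK at 0.1 nM, with a 0.5 nM enzyme column as activation reference. PEP 0.5 mM, ADP 0.1 mM; ATP detected by luminescence after 1 h.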
# * hit, by the source's call; ? = inconclusive; nt = no result given; & = joins results of further samples; [ ] = another dose, or the depositor's remark. Unless noted, calls follow the shape of the dose curve; as a rule, active = well fitted curve in the direction sought with a large enough effect; inconclusive = small, poorly fitted or top-dose-only effect, or another doubt; inactive = no such curve, though single readings can be large; an effect the other way counts as inactive or inconclusive.
molecule	AmpC inh no detg	TbPYK inhibitor	Pf growth 48h	Shiga toxin inh	CHX counter	LmPK inhibitor	Pf growth 96h
O=C(NCc1ncc(C(F)(F)F)cc1Cl)Nc1ccccc1	-16%	-1%	-6%	18	12	-1%	-8%
Cc1snc(S(=O)(=O)Cc2c(Cl)cccc2Cl)c1C#N	-17%	-9%	-14%	-4	-1	-5%	?
COCCNC(=S)Nc1ccccc1Cc1ccccc1	-18%	-12%	?	-3	2	3%	?
Cc1cc(N/N=C/c2cccc(Cl)c2)nc(NCc2ccccc2)n1	-23%	7%	0.83µM*	31	23*	0%	?
CC1(C)CC(=O)C2=C(C1)OC1OC(=O)CC21C (centres undefined)	-7%	2%	20%	12	2	4%	46%[activator]
CCOC(=O)Cn1c(=O)c2c(nc(Br)n2Cc2ccccc2Cl)n(C)c1=O	30%	-1%	?	-5	0	4%	4%
Cc1cc2cc(CNC(=O)c3cccs3)ccc2[nH]1	20%	-8%	?	21*	24*	3%	-8%
CC1CCCCN1C(=O)COC(=O)c1cccc(NS(=O)(=O)c2ccccc2)c1 (centres undefined)	11%	4%	12%	nt	nt	nt	8%
O=C(Nc1nnc(C2CC2)s1)c1n[nH]c(=O)c2ccccc12	-35%	1%	?	-10	-2	0%	-14%
Nc1nc(Nc2ccccc2F)nc(NCCO)c1[N+](=O)[O-]	-22%	0%	-6%	-3	1	2%	?
C=C1C(=O)[C@@]23[C@H](O)C[C@@H]4C(C)(C)CC[C@H](O)[C@]4(C)[C@@H]2C[C@H](O)[C@@H]1[C@H]3O	-17%	-5%	9.3µM*	12	-1	5%	4.1µM*
CC(NC=C1C(=O)OC(C)(C)OC1=O)C(=O)O (centres undefined)	-5%	1%	23%	-9	-5	0%	9.3µM*
O=C(CSc1nnc(-c2ccco2)n1Cc1ccccc1)NC(=O)NCc1ccco1	-9%	3%	10µM*	10	9	0%	12%
COc1ccc([C@@H]2C[C@H]3CN(c4ccccc4)C(=O)[C@]34CCCN24)c(OC)c1OC	42%	-1%	?	23	-2	4%	7%
COc1cccc(-c2cc(C(=O)O)no2)c1	-38%	3%	nt	-6	-5	2%	26%
COC(=O)C1C2C=CC3(CN(c4ccc(Cl)c(F)c4)C(=O)C13)O2 (centres undefined)	-6%	0%	8%	4	1	-2%	-19%
N#Cc1c(-c2ccccc2)cc(C2CC2)nc1SCC(=O)c1cccs1	-34%	7%	?	-24	10	2%	?
CC(SCc1ccccc1)C(=O)NCc1ccccn1 (centres undefined)	-8%	0%	?	-7	-1	3%	-3%
COc1ccc(OC)c(N(/C(N)=N/c2nc(C)cc(C)n2)S(=O)(=O)c2ccc(NC(C)=O)cc2)c1	-13%	-2%	8%	-10	-2	1%	-10%
Cc1c(C(=O)Nc2c(F)cc(F)cc2Br)sc2ncn(CC(=O)N3CCCC3)c(=O)c12	11%	-2%	-8%	-1	1	5%	47%[activator]
COc1cccc(C=NCC(C)N=Cc2cccc(OC)c2O)c1O (centres undefined)	-24%	1%	41%[activator]	-1	6	-30%	0%
Cc1cc(C(=O)C[N+]23CCN(CC2)CC3)c(C)n1-c1ccc(Br)cc1	20%	-19%	-29%	1	-1	1%	?
CCCc1nc(SCC(=O)Nc2ccccc2OC)c2c(=O)n(C)c(=O)n(C)c2n1	-3%	-1%	?	-4	6	1%	?
O=C(O)[C@@H]1[C@@H]2C[C@@H]2CN1c1ncccc1[N+](=O)[O-]	-5%	4%	10%	9	-1	-3%	33%[activator]
NC(=O)c1c(NC(=O)c2ccncc2)sc2c1CCCCCC2	65%[activator]	-1%	-12%	26	12*	-2%	2%
CC(=O)Nc1ccc(NC(=O)c2c(C)noc2C)cc1	0%	1%	4.7µM*	-19	9	-6%	?
OCC1(CCc2ccccc2)CCN(Cc2ccc(OC(F)F)cc2)CC1	6%	0%	-28%	16	-1	7%	13µM*
O=c1[nH]c2ccccc2c(O)c1-c1ccccc1[N+](=O)[O-]	-13%	-1%	18%	-32	-3	-1%	0%
O=C(c1ccc(-n2cccn2)cc1)N1CCN(c2ncccc2C(F)(F)F)CC1	92%[activator]	-10%	10%	-12	1	-3%	20%
COC(=O)CCCC(=O)N1CCCC(C(=O)c2ccccc2SC)C1 (centres undefined)	3%	2%	-19%	-4	-3	2%	?
Cc1cc(OCC(=O)N2CCCC2)ccc1Cl	13%	3%	123%[activator]	52*	23*	-4%	-2%
O=C(CSc1nnnn1-c1ccc2c(c1)OCCO2)OC1CCCCC1	-20%	1%	18%	102*	34*	4%	?
COc1ccc(Oc2nc3c(C)cccn3c(=O)c2/C=C(\C#N)C(N)=O)cc1	-5%	-7%	?	-1	1	2%	3%
COc1cccc(C(=O)Nc2ccc(N3CCN(C(=O)c4cccs4)CC3)cc2)c1	-21%	-10%	-24%	-3	8	-8%	?
O=[N+]([O-])c1ccc(Cl)c(/C=N/n2c(-c3ccncc3)n[nH]c2=S)c1	-2%	-31%	-9%	-8	-1	13%	-4%
CCc1cc(C(=O)N(CC)CC(=O)Nc2ccc(OC)cc2)sc1C	-14%	7%	?	nt	nt	nt	?
Cn1c(NC(=O)c2ccc(F)cc2)c(-c2cccs2)c(=O)c2ccccc21	-38%	-1%	-11%	27	-4	-1%	8%
CC1CCN(S(=O)(=O)c2ccccc2)CC1	-3%	-2%	-15%	2	7	-10%	-18%
OCCN(Cc1ccccc1)Cc1ccccc1F	-11%	-11%	21%	-6	1	-6%	nt
O=C(O)c1cn(-c2ccccc2)nc1-c1ccncc1	-8%	3%	-4%	-4	-2	0%	nt
C(=N\NC1=Nc2cccc3cccc1c23)/c1ccccc1	-29%	3%	330%[activator]	43*	87*	1%	323%[activator]
Cc1nc2ccc(F)cc2cc1C(=O)NC(C)C	-13%	6%	21%	-13	-4	-3%	nt
CC1CN(C(=O)CCNS(=O)(=O)c2ccc(Br)cc2)CC(C)O1 (centres undefined)	-15%	1%	32%[activator]	nt	nt	nt	19%
[S-]C(=Nc1ccc(Cl)cc1)N[n+]1ccccc1	16%	-14%	15%	37*	30*	-2%	-9%
CCOC(=O)c1cc(NC(=O)C2C3C=CC(O3)C2C(=O)O)cc(C(=O)OCC)c1 (centres undefined)	-18%	-4%	?	-8	0	2%	12µM*
O=C(NCc1ccc(F)cc1)C1CCN(S(=O)(=O)c2ccc(Br)s2)CC1	-20%	-2%	9.3µM*	37*	15*	2%	?
O=C(N=C1c2ccccc2CN1c1ccc(F)cc1)c1ccc(Cl)nc1	-30%	-9%	42%[activator]	21	24*	-6%	0%
CC(C)Oc1cccc(C(=O)C2CCCN(C(=O)CCc3cnn(C)c3)C2)c1 (centres undefined)	95%[activator]	5%	69%[activator]	66*	52*	7%	?
CC(C)(C)C1CCC(=NNC(=O)C2COc3ccccc3O2)CC1 (centres undefined)	-43%	1%	9%	nt	nt	nt	0%
Cc1ccc2c(c1)N(CC(=O)N1CCCCCC1)C(=O)c1cccnc1O2	4%	8%	-2%	-8	-4	3%	17%

# Part of the list above with just AmpC inh no detg, CHX counter and TbPYK inhibitor:
compound | AmpC inh no detg | CHX counter | TbPYK inhibitor
CC(C)Oc1cccc(C(=O)C2CCCN(C(=O)CCc3cnn(C)c3)C2)c1 (centres undefined) | 95%[activator] | 52* | 5%
O=[N+]([O-])c1ccc(Cl)c(/C=N/n2c(-c3ccncc3)n[nH]c2=S)c1 | -2% | -1 | -31%
OCCN(Cc1ccccc1)Cc1ccccc1F | -11% | 1 | -11%
COc1ccc(Oc2nc3c(C)cccn3c(=O)c2/C=C(\C#N)C(N)=O)cc1 | -5% | 1 | -7%
O=c1[nH]c2ccccc2c(O)c1-c1ccccc1[N+](=O)[O-] | -13% | -3 | -1%
CCc1cc(C(=O)N(CC)CC(=O)Nc2ccc(OC)cc2)sc1C | -14% | nt | 7%

# By substructure, the compounds so far containing bromine.
molecule	AmpC inh no detg	TbPYK inhibitor	Pf growth 48h	Shiga toxin inh	CHX counter	LmPK inhibitor	Pf growth 96h
CCOC(=O)Cn1c(=O)c2c(nc(Br)n2Cc2ccccc2Cl)n(C)c1=O	30%	-1%	?	-5	0	4%	4%
Cc1c(C(=O)Nc2c(F)cc(F)cc2Br)sc2ncn(CC(=O)N3CCCC3)c(=O)c12	11%	-2%	-8%	-1	1	5%	47%[activator]
Cc1cc(C(=O)C[N+]23CCN(CC2)CC3)c(C)n1-c1ccc(Br)cc1	20%	-19%	-29%	1	-1	1%	?
CC1CN(C(=O)CCNS(=O)(=O)c2ccc(Br)cc2)CC(C)O1 (centres undefined)	-15%	1%	32%[activator]	nt	nt	nt	19%
O=C(NCc1ccc(F)cc1)C1CCN(S(=O)(=O)c2ccc(Br)s2)CC1	-20%	-2%	9.3µM*	37*	15*	2%	?

# Carrying on:
molecule	AmpC inh no detg	TbPYK inhibitor	Pf growth 48h	Shiga toxin inh	CHX counter	LmPK inhibitor	Pf growth 96h
O=C(CCCSc1ccccc1)Nc1nc(-c2ccco2)c(-c2ccco2)s1	28µM*	-19%	36%[activator]	25	-3	0%	0%
C[C@H](NC(=O)[C@@H]1CSC2c3ccccc3C(=O)N21)C(=O)NC1CCCC1 (some centres undefined)	4%	0%	-17%	-1	-3	6%	-13%
CC(C)C[C@H](NC(=O)c1nc[nH]c1C(=O)N1CCc2ccccc2C1)C(=O)OCc1ccccc1	54%	4%	4%	-4	-6	8%	2%
Cc1ccccc1S(=O)(=O)/N=C(/Nc1c(C)n(C)n(-c2ccccc2)c1=O)c1ccccc1	13%	-7%	?	1	9	2%	37%[activator]
Cc1nc2ccccc2c(=O)n1-c1cccc(NC(=O)c2cccs2)c1	-14%	6%	?	nt	nt	nt	?
Cc1ccc(/C=C(/NC(=O)c2ccccc2)C(=O)NCCc2c[nH]c3ccccc23)o1	-42%	2%	-39%	11	-2	-3%	?
Cc1cc2c(cc1S(=O)(=O)CCC(=O)NC1CCC(C)CC1)OCC(=O)N2 (centres undefined)	-20%	5%	-4%	21	-3	-3%	?
COC(=O)c1ccc(Oc2ccc3nncn3n2)cc1	1%	-22%	3%	-3	-2	-6%	2%
CC(=O)Nc1ccc(S(=O)(=O)N(C)CC(=O)OCC(=O)Nc2ccc3c(c2)OCO3)cc1	-19%	-4%	2%	23	1	-1%	21%
COc1ccc(NC(=O)CN(C)S(=O)(=O)c2ccc3c(c2)CCC(=O)N3)c(OC)c1	2%	-3%&-1%	nt	-17	-5	9%	-27%
N[C@@H](Cc1cc(I)c(O)c(I)c1)C(=O)O	-20%	1%&3%	4%	-6&-6	-2&-2	-1%	0%

# Source: PubChem BioAssay
